From PubChem BioAssay
HP1b chromo inh = HP1-beta chromodomain-methylated histone interaction inhibition | AID 540317 | actives 0.56% (n = 390,000) | AlphaScreen HP1-beta / biotin-H3K9me3 peptide binding | Potency, µM (series often up to 114 µM), without a hit: at the top dose activity change, negative = inhibition, most hits filed as inhibitors | P83916; also: nearly all actives have a fitted effect of over 70% in size; inactives centre near 23
Target sequence (P83916 whole entry, looked up): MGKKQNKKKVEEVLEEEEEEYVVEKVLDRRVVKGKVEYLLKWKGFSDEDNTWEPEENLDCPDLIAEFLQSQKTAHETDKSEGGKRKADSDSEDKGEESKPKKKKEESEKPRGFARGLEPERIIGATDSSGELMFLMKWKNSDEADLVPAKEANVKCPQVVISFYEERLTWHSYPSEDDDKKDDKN
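Compound inhibition of the preformed complex between 50 nM HP1-beta and 50 nM biotinylated H3K9me3 peptide was read by AlphaScreen. Buffer was PBS pH 7.4 with 0.01% Tween-20. Incubations ran 30 min at room temperature, with 10 ug/mL donor/acceptor beads.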
JMJD2A Tudor = blocks the human JMJD2A Tudor domain; Potency, µM (doses to about 114 µM), for the others: at the highest dose activity change, negative = inhibition, most hits filed as inhibitors; AlphaScreen JMJD2A-Tudor / H3K4me3 peptide binding; actives 4.4% (n = 390,000); also: % is scaled to controls: 0 for no effect and ±100 for the full control effect; nearly all actives have a fitted effect of over 50% in size
GLS inhibitor = inhibitors of human glutaminase (GLS); O94925; GLS enzymatic activity, qHTS titration; Potency, µM (highest dose often 45.5 µM), for the others: at the highest dose activity change, negative = inhibition, actives largely listed as inhibitors; actives 0.21% (n = 410,000); AID 624170; also: % is scaled to controls: 0 for no effect and ±100 for the full control effect
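Enzyme dispensed in phosphate buffer (45 mM, pH 8.2, 0.02% Tween-20), compounds pinned in, then 1 mM L-glutamine solution and the glutamate oxidase–HRP–Amplex Red mix added; fluorescence read immediately and again after 30 min at room temperature.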
Pin1 inhibitor = inhibitors of human Pin1 | Q13526 | Pin1 FP peptide displacement, HiFluor488, 10 min | Potency, µM (highest dose often 115 µM), inactives show at the highest dose activity, negative = inhibition, most hits filed as inhibitors | actives 0.009% (n = 390,000) | AID 504891; active = well fitted inhibition curve with a large enough effect in the polarisation, with a control signal flat, not every such curve was filed as active; inconclusive = small, poorly fitted or top-dose-only effect, or effect the other way, or a change in a side signal; inactive = no such curve, though single readings can be large or run the other way; the % refers to the polarisation; also: % is scaled to controls: 0 for no effect and ±100 for the full control effect
Target sequence (Q13526 whole entry, looked up): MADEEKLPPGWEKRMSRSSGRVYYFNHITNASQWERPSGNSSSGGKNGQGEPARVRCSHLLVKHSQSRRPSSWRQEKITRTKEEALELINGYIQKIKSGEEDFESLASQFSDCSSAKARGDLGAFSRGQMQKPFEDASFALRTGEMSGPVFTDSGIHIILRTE
RGS4 inh = blocks human RGS4-accelerated GTP hydrolysis; Potency, µM (doses to about 114 µM), for inactives: top-dose activity change, negative = inhibition, hits mostly inhibitors; actives 0.039% (n = 390,000); P49798; Transcreener GDP fluorescence polarization, RGS4-accelerated GTP hydrolysis; also: % is scaled to controls: 0 for no effect and ±100 for the full control effect; nearly all actives have a fitted effect of over 75% in size; some results filed as inactive show a strong effect at the top dose
Target sequence (P49798 whole entry, looked up): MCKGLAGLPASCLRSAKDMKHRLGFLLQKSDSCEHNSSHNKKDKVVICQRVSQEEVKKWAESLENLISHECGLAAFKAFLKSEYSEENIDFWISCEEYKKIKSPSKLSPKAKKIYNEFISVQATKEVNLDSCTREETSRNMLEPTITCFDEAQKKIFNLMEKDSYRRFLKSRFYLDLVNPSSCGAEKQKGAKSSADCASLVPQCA
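MLSMR compounds (23 nl, pin-transferred) preincubated 10 min at room temperature with a 500nM (2x) first reagent, then RGS4 at 900nM (2x) plus Transcreener GDP mix added; fluorescence polarization (620/688 nm) read before and after 90 min at 30 °C.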
ALOX12 inh = blocks human arachidonate 12S-lipoxygenase | P18054 | purified 12hLO, xylenol orange hydroperoxide absorbance | Potency, µM (doses to about 108 µM), inactives show top-dose activity change, negative = inhibition, hits mostly inhibitors | actives 1.1% (n = 580,000) | AID 1671190; also: % is scaled to controls: 0 for no effect and ±100 for the full control effect
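Purified human 12hLO (150 nM final) in 25 mM Hepes, 0.01% Triton X-100, pH 7.0 was preincubated 15 min at room temperature with compound. Then 40 uM arachidonic acid was added, 30 min. Hydroperoxide was read by Fe-XO absorbance ratio 573/405 nm.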
Tb PGK inh = blocks T. brucei phosphoglycerate kinase | P07378 | PGK/GAPDH coupled, Kinase-Glo luminescence, 60 min | Potency, µM (top dose mostly 57.5 µM), inactives show at the highest dose activity change, negative = inhibition, usual class: inhibitors | actives 0.043% (n = 380,000) | AID 602233; also: % is scaled to controls: 0 for no effect and ±100 for the full control effect; nearly all actives have a fitted effect of over 60% in size
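Luminescent ATP detection (Kinase-Glo Plus) follows a 60-minute room-temperature incubation, with wells lacking PGK as controls. Buffer: 100 mM TEA (pH 7.6), 5 mM MgCl2, 0.01% Tween-20. Coupling enzyme GAPDH (100 nM final) supplies unstable 1,3-BPG in-well.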
ERG-DNA inh = inhibitors of human ERG Ets domain-DNA interaction. fluorescence polarization, His-ERG Ets domain / labelled DNA. Potency, µM (titrated, usually from 76.9 µM), for the others: at the highest dose FP activity, negative = inhibition, usual class: inhibitors. actives 0.028% (n = 370,000). AID 624246; active = well fitted inhibition curve with a large enough effect in the polarisation, with a control signal flat; inconclusive = small, poorly fitted or top-dose-only effect, or effect the other way, or a change in a side signal; inactive = no such curve, though single readings can be large or run the other way; the % refers to the polarisation;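 also: polarization taken with two DNA probes labelled with fluorescein and Texas red; % of control where 0% means no effect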
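His-tagged ERG Ets domain (1 uM in the protein solution; 300mM KCl, 50mM Tris-HCl, 1mM EDTA, 1mM DTT, pH 7.5) received compound, then a probe mix of 5 nM fluorescein-DNA and 100nM Texas-615-DNA. Fluorescence polarization was read for both dyes.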
TrxR1 inh = rat TrxR1 inhibition; O89049; recombinant rTrxR1, NADPH fluorescence consumption, selenite substrate; Potency, µM (doses to about 114 µM), for the others: top-dose activity change, negative = inhibition, most hits filed as inhibitors; actives 1% (n = 390,000); AID 588453; also: % is scaled to controls: 0 for no effect and ±100 for the full control effect; nearly all actives have a fitted effect of over 65% in size
Target sequence (O89049 whole entry, looked up): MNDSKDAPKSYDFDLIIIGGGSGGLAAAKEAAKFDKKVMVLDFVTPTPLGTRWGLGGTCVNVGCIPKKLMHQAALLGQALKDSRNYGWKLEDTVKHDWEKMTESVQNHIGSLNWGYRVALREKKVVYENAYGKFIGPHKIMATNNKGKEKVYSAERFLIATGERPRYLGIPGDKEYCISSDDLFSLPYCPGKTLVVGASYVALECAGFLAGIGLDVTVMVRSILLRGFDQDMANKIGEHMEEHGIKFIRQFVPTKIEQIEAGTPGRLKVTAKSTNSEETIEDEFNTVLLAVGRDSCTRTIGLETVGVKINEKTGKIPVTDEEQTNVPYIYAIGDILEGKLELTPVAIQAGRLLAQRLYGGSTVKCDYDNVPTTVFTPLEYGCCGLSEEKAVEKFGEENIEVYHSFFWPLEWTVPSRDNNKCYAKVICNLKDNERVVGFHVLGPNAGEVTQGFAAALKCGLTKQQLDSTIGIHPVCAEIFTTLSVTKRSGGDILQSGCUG
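Rat TrxR1 (90 nM in the dispensed reagent) was pre-reduced with 400 uM NADPH for 5 min at room temperature, then incubated with compound for 15 min. After 400 uM selenite was added, NADPH fluorescence (Ex 340/Em 450 nm) was followed for 8 min.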
* = called active by the depositor; i = inactive; ? = inconclusive; / = not tested or not shown; & = joins results of further samples; [ ] = remark or other dose. Unless noted, calls follow the shape of the dose curve; as a rule, active = well fitted curve in the direction sought with a large enough effect; inconclusive = small, poorly fitted or top-dose-only effect, or another doubt; inactive = no such curve, though single readings can be large; an effect the other way counts as inactive or inconclusive. Potency is read from the fitted curve at half-maximal effect. An excerpt; count on the stated rates, not on these rows.

no.	compound	HP1b chromo inh	JMJD2A Tudor	GLS inhibitor	Pin1 inhibitor	RGS4 inh
1	CCOc1cc(C2C(C(=O)OC)=CN(Cc3ccc(Cl)cc3)C=C2C(=O)OC)ccc1O	11%	-7%	13%	-4%	24%
2	COc1cccc(CN2CCNC(=O)C2CC(=O)N(C)CCC2CCOCC2)c1 (stereo unspecified)	43%[activator]	-10%	1%	-9%	-9%
3	CCCCCCc1cc2cc(C(=O)Nc3ccccc3OC)c(=O)oc2cc1O	26%	-7%	2%	2%	15%
4	O=C(Nc1cccc([N+](=O)[O-])c1)c1ccc2nsnc2c1	9%	-8%	2%	-11%	15%
5	CCOc1ccc(/C=N/NC(=O)CN2CCCCCCC2)cc1	?	20µM*	16%	-3%	4%
6	O=C1NN=C(c2ccccc2)C1Cc1ccccc1 (stereo unspecified)	26%	-20%	14%	-3%	10%
7	CCN(CC)S(=O)(=O)c1cc([N+](=O)[O-])ccc1NNC(=O)Nc1ccc(F)cc1	-3%	?	/	?	-5%
8	O=C(NC(=S)Nc1ccccc1O)c1ccc(Cl)cc1Cl	3%	-36%	4%	-1%	-30%
9	Cc1cc(Cl)ccc1OCC(=O)OCC(=O)N(CC(C)C)c1c(N)n(Cc2ccccc2)c(=O)[nH]c1=O	19%	-13%	22%	18%	20%
10	COc1ccc(NC(=O)c2cc3ccccc3o2)cn1	25%	-14%	-1%	2%	-3%
11	Cc1cc(C(=O)NC(C)c2ccc3c(c2)OCO3)cs1 (stereo unspecified)	5%	-10%	15%	0%	-27%
12	O=C(CS(=O)(=O)c1ccccc1)Nc1ccc(Br)cn1	20%	-13%	0%	-1%	14%

no.	ALOX12 inh	Tb PGK inh	ERG-DNA inh	TrxR1 inh
1	0%	-7%	1%	41%
2	-24%	-9%	-3%	-33%
3	-1%	0%	5%	15%
4	-5%	4%	0%	7%
5	16%	-9%	10%	11%
6	-11%	1%	/	4%
7	?	-2%	2%	-21%
8	?	i	7%	3%
9	-3%	2%	4%	9%[57.1 µM]
10	-25%	-8%	4%	-9%
11	18%	-9%	4%	6%
12	-1%	13%	1%	-12%

From compound 1 to 3, copied from above:
no.	compound	HP1b chromo inh	JMJD2A Tudor	GLS inhibitor	Pin1 inhibitor	RGS4 inh
1	CCOc1cc(C2C(C(=O)OC)=CN(Cc3ccc(Cl)cc3)C=C2C(=O)OC)ccc1O	11%	-7%	13%	-4%	24%
2	COc1cccc(CN2CCNC(=O)C2CC(=O)N(C)CCC2CCOCC2)c1 (stereo unspecified)	43%[activator]	-10%	1%	-9%	-9%
3	CCCCCCc1cc2cc(C(=O)Nc3ccccc3OC)c(=O)oc2cc1O	26%	-7%	2%	2%	15%

no.	ALOX12 inh	Tb PGK inh	ERG-DNA inh	TrxR1 inh
1	0%	-7%	1%	41%
2	-24%	-9%	-3%	-33%
3	-1%	0%	5%	15%

(continued)
no.	compound	HP1b chromo inh	JMJD2A Tudor	GLS inhibitor	Pin1 inhibitor	RGS4 inh
13	Cc1ccc(C2=NN(CC(=O)NCCN(CC(C)C)CC(C)C)C(=O)CC2)cc1	31%&31%	-6%&-32%	14%&18%	-2%&-6%	17%&15%
14	CC(=O)Nc1ccc(-c2cc(N)n(-c3ccccc3)n2)cc1	12%	-18%	-5%	18%	-3%
15	COc1ccc(N2CCN(CCCNC(=O)c3cc4sccc4n3C)CC2)cc1	-52%	32µM*	46%[activator]	2%	6%
16	C=CC[C@H](CC(=O)N(CCO)Cc1ccccc1)C(=O)N[C@H](C)COC(=O)[C@@H](CC=C)CC(=O)OC(C)(C)C	38%	-8%	-3%	-1%	1%
17	COc1ccc(C(=O)NCc2nnc(SCC(=O)NO)n2Cc2ccccc2)cc1	63%[activator]	-4%[11.4 µM]	22%	-2%	1%[11.4 µM]
18	OCC1OC(O)CC(O)C1O (stereo unspecified)	29%	-13%	-1%	-4%	10%
19	Nc1ccccc1C(=O)NCc1ccc(F)cc1	33%	-3%	-2%	2%	24%
20	COCCN1C(=O)C(=O)/C(=C(/O)c2ccc3c(c2)OCCO3)C1c1ccc(C(=O)OC)cc1 (stereo unspecified)	-8%	45µM*	13%	7%	0%
21	CCOC(=O)C1=C(COC(=O)c2ccc(Br)c(S(=O)(=O)N3CCOCC3)c2)NC(=O)NC1C (stereo unspecified)	11%	-23%	5%	?	11%
22	Cc1oc2ncnc(N3CCOCC3)c2c1C(=O)NCc1ccc(Cl)cc1	43%[activator]	0%	9%	-8%	-16%
23	CC(C)CC1Nc2ccc(C(=O)NCc3ccc4c(c3)OCO4)cc2NC1=O (stereo unspecified)	10%	-25%	?	7%	-6%
24	Cc1ccc2nc(-c3cccs3)oc(=O)c2c1	34%[activator]	-6%	-3%	0%	-14%

no.	ALOX12 inh	Tb PGK inh	ERG-DNA inh	TrxR1 inh
13	46%&-1%[activator]	10%&7%	2%&2%	-1%
14	-18%	-19%	-17%	4%
15	/	16%	-11%	1%
16	0%	4%	17%	6%[57.1 µM]
17	-10%	-4%	-11%	20%
18	13%	2%	13%	15%
19	?	-7%	-10%	50%[activator]
20	?	-7%	-10%	?
21	10%	8%	2%	-16%
22	-17%	i	-2%	3%
23	/	i	13%	6%
24	1%	i	9%	16%[57.1 µM]

(list continues)
no.	compound	HP1b chromo inh	JMJD2A Tudor	GLS inhibitor	Pin1 inhibitor	RGS4 inh
25	N#Cc1c(-n2ncnc2-c2cccc(Br)c2)sc2c1CCCCC2	-9%	?	-2%	?	17%
26	CSCCC(NC(=O)c1ccccc1Br)C(=O)NCC1CCCCC1 (stereo unspecified)	27%	-10%	9%	-1%	9%
27	CC1(C)CC(=O)C2=C(C1)NC(SCC(=O)Nc1ccccc1)=C(C#N)C21CCCCC1	24%	-5%	2%	21%	7%
28	CC(=O)c1ccc(C(=O)Nc2ccc3c(c2)C(=O)NC3=O)cc1	28%	-12%	-1%	?	?
29	O=C(c1ccccc1NS(=O)(=O)c1ccc([N+](=O)[O-])cc1[N+](=O)[O-])N1O[C@@H]2C=C[C@H]1C2	6%	?	29%	/	-42%
30	CCOc1cccc2sc(N3CCN(C(=O)c4ccc5ncsc5c4)CC3)nc12	4%	-14%	5%	-2%	12%
31	CC(=O)c1sc(C(C)(C)C)cc1NC(=O)/C=C/C(=O)O	73%[activator]	-3%	12%	-13%	18%
32	O=[N+]([O-])c1ccccc1Nc1ccc(O)cc1	?	63µM*	-32%	-2%	-13%
33	CCOc1ccc(C(=O)NCC(=O)Nc2ccc3c(c2)OCO3)cc1OCC	-9%	?	3%	-12%	-9%
34	O=C(Cn1cc2c(n1)CCCC2)N1CCCC1	35%	-6%	0%	0%	10%
35	COc1ccccc1NC(=O)CC1CCCC1	19%	6%	5%	3%	-35%
36	CCC(C)n1c(SCc2ccccc2)nc2ccsc2c1=O (stereo unspecified)	99%[activator]	85%[activator]	14%	-5%	-15%

no.	ALOX12 inh	Tb PGK inh	ERG-DNA inh	TrxR1 inh
25	?	5%	-4%	3%
26	7%	6%	-5%	-3%
27	0%	5%	-1%	13%[57.1 µM]
28	0%	1%	11%	22%
29	-16%	-9%	4%	3.2µM*
30	9%	4%	-10%	12%
31	0%	4%	-5%	-6%
32	?	-8%	3%	30%[57.1 µM]
33	-21%	-9%	0%	3%
34	-10%	i	0%	16%[57.1 µM]
35	12%	-10%	-1%	-14%
36	5%	-5%	20%	-22%

New compounds follow
no.	compound	HP1b chromo inh	JMJD2A Tudor	GLS inhibitor	Pin1 inhibitor	RGS4 inh
37	CCN(CC)c1ccc(NC(=O)c2ccccn2)cc1S(=O)(=O)Nc1ccccc1OC	?	56µM*	-5%	25%	?
38	O=C(COc1ccccc1)NCC(=O)N/N=C/c1ccco1	8%	-8%	4%	0%	27%
39	CC(=O)c1ccc(NC(=O)c2c(C)nn(-c3ccccc3)c2Cl)cc1	30%	-7%	-1%	9%	-31%
40	CN(c1ccccc1)S(=O)(=O)CS(=O)(=O)N(C)c1ccccc1	35%	-1%	12%	0%	19%
41	O=C(NC(=S)NC1CCSC1=O)c1ccccc1F (stereo unspecified)	48%[activator]	-14%	15%	-4%	-47%
42	O=C(CCCc1ccccc1)Nc1ccnn1C1CCN(Cc2ccccc2)CC1	34%	-20%	-2%	-4%	-30%

no.	ALOX12 inh	Tb PGK inh	ERG-DNA inh	TrxR1 inh
37	?	-1%	-14%	-10%
38	7%	i	-9%	?
39	-11%	i	-3%	-53%
40	4%	-1%	15%	-13%
41	10%	2%	-1%	10%
42	-15%	-12%	5%	-9%

Structures listed so far containing a furan ring, fused or not, in the order listed:
no.	compound	HP1b chromo inh	JMJD2A Tudor	GLS inhibitor	Pin1 inhibitor	RGS4 inh
10	COc1ccc(NC(=O)c2cc3ccccc3o2)cn1	25%	-14%	-1%	2%	-3%
22	Cc1oc2ncnc(N3CCOCC3)c2c1C(=O)NCc1ccc(Cl)cc1	43%[activator]	0%	9%	-8%	-16%
38	O=C(COc1ccccc1)NCC(=O)N/N=C/c1ccco1	8%	-8%	4%	0%	27%

no.	ALOX12 inh	Tb PGK inh	ERG-DNA inh	TrxR1 inh
10	-25%	-8%	4%	-9%
22	-17%	i	-2%	3%
38	7%	i	-9%	?
